KB-3-1 cytotox: qHTS assay for MDR1-selective chemotherapeutics: Primary screen using the parental adenocarcinoma cell KB-3-1 | KB-3-1 viability, CellTiter-Glo ATP luminescence, 72 h | 400,000 compounds, 1.4% hits | Potency, µM (top dose mostly 46.1 µM), for the others: at the top dose activity change, negative = cytotoxic, most hits filed as cytotoxic; further: on the % scale 0 is the no-effect control and ±100 the full control effect; nearly all actives have a fitted effect of over 60% in size
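Cytotoxicity in the drug-sensitive parental line KB-3-1 was scored as loss of CellTiter-Glo luminescence following 72 h incubation with compound. Values come from curve fitting of normalized concentration-response data.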
GLP1R cytotox: qHTS of GLP-1 Receptor Inverse Agonists: Cytotox Screen; HEK293 cAMP-luciferase reporter cells, luminescence, 24 h; Potency, µM (doses to about 38.3 µM), without a hit: at the top dose activity change, negative = inhibition, usual class: inhibitors; 410,000 compounds, 0.13% hits; AID 624418, 2012;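 further: loss of luciferase light is scored as toxicity; on the % scale 0 is the no-effect control and ±100 the full control effect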
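Compound-treated cells are incubated 24 hr at 37 deg C under 5% CO2 after a 12 hour attachment period, then luciferase detection reagent is added and luminescence is measured following 12 min at room temperature; lowered signal indicates toxicity.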
TDP-43 yeast inh: qHTS of TDP-43 Inhibitors; TDP-43 expressing yeast growth rescue, BacTiter-Glo, 24 h; Potency, µM (highest dose often 46.1 µM), for the others: top-dose growth rescue (activation), actives largely listed as activators; 410,000 compounds, 1.8% hits; further: % of control where 0% means no effect; nearly all actives have a fitted effect of over 50% in size
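Galactose-induced TDP-43 yeast, OD600=0.02, compound pinned; 24 hr, 30 deg C; BacTiter-Glo luminescence for growth. Inhibitors of TDP-43 toxicity read as activators.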
SW480 rereplic: A quantitative high throughput screen for small molecules that induce DNA re-replication in SW480 colon adenocarcinoma cells; 340,000 compounds, 1.8% hits; Potency, µM (series often up to 46.1 µM), for the others: at the top dose re-replication activation, usual class: activators; SW480 DNA re-replication, Hoechst DNA content imaging, 48 h; further: % of control where 0% means no effect; nearly all actives have a fitted effect of over 55% in size
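Cells (250 per well) received 23 nL compound or DMSO by pin tool and were kept 48 hr at 37 C, 5% CO2. Nuclei were then stained with Hoechst for 40 min and scanned for DNA content.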
GLP-1R agonist: qHTS of GLP-1 Receptor Agonists; Potency, µM (top dose mostly 45.6 µM), inactives show at the top dose activation, usual class: activators; HEK293 GLP-1R CRE-luciferase, luminescence, 4-6 h; cells express a hypersensitive GLP-1R form; 380,000 compounds, 0.007% hits; AID 624172, 2012; further: % of control where 0% means no effect
Target sequence (P43220 whole entry, looked up): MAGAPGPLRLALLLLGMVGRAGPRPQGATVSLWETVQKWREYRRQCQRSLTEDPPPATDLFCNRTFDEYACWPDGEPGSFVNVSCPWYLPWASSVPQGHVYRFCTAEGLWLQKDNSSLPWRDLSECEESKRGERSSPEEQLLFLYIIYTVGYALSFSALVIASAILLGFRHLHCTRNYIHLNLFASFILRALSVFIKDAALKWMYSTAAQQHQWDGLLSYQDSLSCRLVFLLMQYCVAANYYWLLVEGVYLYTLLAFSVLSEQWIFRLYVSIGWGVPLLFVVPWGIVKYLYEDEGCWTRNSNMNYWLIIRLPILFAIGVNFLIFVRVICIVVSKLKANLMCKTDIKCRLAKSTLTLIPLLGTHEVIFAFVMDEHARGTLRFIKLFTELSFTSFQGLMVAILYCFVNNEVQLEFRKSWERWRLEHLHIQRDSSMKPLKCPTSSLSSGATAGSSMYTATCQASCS
HT1080-NT tox: qHTS for induction of synthetic lethality in tumor cells producing 2HG: qHTS for the HT-1080-NT fibrosarcoma cell line | HT-1080-NT fibrosarcoma viability, CellTiter-Glo ATP luminescence, 48 h | Potency, µM (highest dose often 46.1 µM), for the others: top-dose activity, negative = less viability, usual class: cytotoxic | 360,000 compounds, 1.6% hits | AID 686970, 2013;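 further: NT is the 2HG producing partner of a matched IDH1 knockdown line; 0% = DMSO-treated cells and -100% = media-only wells without cells; nearly all actives have a fitted effect of over 55% in size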
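HT-1080-NT fibrosarcoma cells (2HG-overproducing), 750 cells/well in RPMI with 5% FBS, dosed after 2 h and incubated 48 h at 37C. CellTiter-Glo luminescence normalized to DMSO and no-cell wells; concentration-response curves fitted and classed.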
HT1080 IDH1KD tx: qHTS for induction of synthetic lethality in tumor cells producing 2HG: qHTS for the HT-1080-IDH1KD cell line. HT-1080 IDH1 knockdown viability, ATP luminescence, 48 h. Potency, µM (doses to about 46.1 µM), for the others: at the top dose activity, negative = toxicity, most hits filed as cytotoxic. 360,000 compounds, 2% hits;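 further: 0% = DMSO wells and -100% = cell-free medium wells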
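After a 2 h attachment period, IDH1KD HT-1080 cells took pin-transferred compound for 48 h at 37 °C; ATP-based luminescence after 10 min room-temperature reagent incubation reported viability.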
GLP1R inv ag: qHTS of GLP-1 Receptor Inverse Agonists (Inhibition Mode). Glucagon-like peptide 1 receptor (Homo sapiens), P43220. HEK293 GLP-1R CRE-luciferase, luminescence, 24 h; GLP-1R form is constitutively active. Potency, µM (top dose mostly 38.3 µM), inactives show at the top dose activity change, negative = inhibition, usual class: inhibitors. 410,000 compounds, 1.6% hits; further: on the % scale 0 is the no-effect control and ±100 the full control effect; nearly all actives have a fitted effect of over 55% in size
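Cells are plated, allowed 12 hours at 37 deg C, then treated with compounds for 24 hr before luciferase detection reagent is added and luminescence is read after 12 min at room temperature. The HEK293 line carries constitutively active GLP-1R with a cAMP-responsive reporter.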
KB-V1 MDR tox: qHTS assay for MDR1-selective chemotherapeutics: Primary screen using the drug-selected MDR subline cells KB-V1; KB-V1 MDR cells viability, CellTiter-Glo, 72 h; Potency, µM (top dose mostly 46.1 µM), for inactives: at the highest dose activity change, negative = cytotoxicity, hits mostly cytotoxic; 400,000 compounds, 3.4% hits; further: on the % scale 0 is the no-effect control and ±100 the full control effect; nearly all actives have a fitted effect of over 60% in size
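Drug-selected KB-V1 cells, grown in DMEM lacking phenol red with 10% FBS, receive compound titrations; after three days at 37 degrees C, surviving cell ATP is quantified by CellTiter-Glo luminescence and responses normalized and curve-fitted.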
Active calls of the source: *; ? = inconclusive; . = not tested or not shown; & = joins results of further samples; [ ] = remark or other dose. The call rests on the fitted dose curve; in most records, active means well fitted curve in the direction sought with a large enough effect; inconclusive means small, poorly fitted or top-dose-only effect, or another doubt; inactive means no such curve, though single readings can be large; an effect the other way counts as inactive or inconclusive. Potency means the concentration at half of the fitted maximal effect.

SMILES	KB-3-1 cytotox	GLP1R cytotox	TDP-43 yeast inh	SW480 rereplic	GLP-1R agonist	HT1080-NT tox	HT1080 IDH1KD tx	GLP1R inv ag	KB-V1 MDR tox
Cc1nc2ccc(S(=O)(=O)NCC(=O)Nc3cccc(F)c3)cc2s1	0%	-37%	2%	17%	2%	3%	4%	8%	-5%
CCOC(=O)NC1(C(F)(F)F)NC(=O)N(c2ccc(C)c(C)c2)C1=O (stereo not given)	-21%	7%	-10%	.	-1%	.	.	-5%	-13%
COc1cc(OC)cc(C(=O)NNC(=O)c2cc3c(s2)CCCC3)c1	5%	-9%	19%	10%	-4%	0%	7%	27%	22%
NCC(O)CN(c1ccccc1)c1ccccc1 (stereo not given)	13%	2%	1%	?	-7%	22%	12%	9%	?
COc1ccc(-c2csc(NC(=O)Cc3cc(OC)c(OC)c(OC)c3)n2)cc1OC	-7%	-6%	0%	2%	24%	-11%	?	?	6.5µM*
COc1ccccc1N1N=C(C(=O)c2ccccc2)C2C(=O)N(c3ccc(Br)cc3)C(=O)C21 (stereo not given)	?	?	-2%	-1%	8%	-7%	-1%	-28%	27%
Cc1nn(C2CCS(=O)(=O)C2)c(C)c1CN(C)C(=O)c1ccc(Cl)cc1 (stereo not given)	-20%	6%	0%	17%	-1%	-5%	-7%	7%	15%
O=c1n(Cc2ccccc2)c(O)c2n1Cc1ccccc1N=C2c1ccccc1	0%	-9%	12%	.	-7%	-1%	1%	11%	9%
O=C(NCC1CCCO1)c1ccc(Cl)c(S(=O)(=O)Nc2ccccc2)c1 (stereo not given)	?	-2%	-26%	?	1%	-5%	-4%	-29%	?
Cc1ccccc1C1c2[nH]c3ccccc3c2CCN1Cc1cccn1-c1ncccn1 (stereo not given)	?	-17%	7%	26%	-3%	-4%	-23%	?	?
O=C(CNC(=O)c1ccc(Cl)cc1Cl)OCc1nnc(-c2ccccc2)o1	-2%	1%	4%	-3%	7%	11%	3%	14%	-1%
COc1cc2c(cc1NC(=O)COC(=O)/C=C/c1ccccc1)oc1ccccc12	-1%	-16%	22%	-2%	-5%	15%	12%	0%	?
COc1c(C)cc(C(O)c2ncc(-c3ccccc3F)[nH]2)cc1C (stereo not given)	-7%	-1%	-6%	.	-7%	?	?	-23%	?
CCN(CC)CCCn1c2c(c(SCC(=O)Nc3ccc4c(c3)OCCO4)nc1=O)CCC2	-12%	-4%	14%	0%	0%	3%	12%	?	-13%
CCCSc1nsc(SCCC)c1C#N	?	15%	14%	0%	9%	12%	6%	6%	7%
CCN(CC)c1ccc(/C=N/NC(=O)c2nnn(-c3nonc3N)c2C(C)C)c(O)c1	1.3µM*	128%[activator]	?	23µM*	10%	?	1.3µM*	?	0%
CSc1nnc(-c2sccc2-n2cccc2)o1	5%	4%	-16%[0.397 µM]	-1%	14%	3%	2%	70%[activator]	26%
CCCCC[C@H](C)N1C[C@H](COCc2ccccc2)Oc2cc(N3CCC[C@H]3C(N)=O)ccc2S1(=O)=O	-8%	-13%	28%	.	-1%	?	?	?	?
Cc1occc1C(=O)N=Nc1c(O)n(C)c2ccccc12	-27%	-9%	-4%	?	-1%	-2%	-3%	21%	-40%
COc1ccc(Cn2c(C)c(C)c(C#N)c2NC(=O)Nc2ccc(F)cc2)cc1	3%	-32%	6%	1%	-2%	-18%	-21%	-17%	18%
CCOC(=O)CN1C(=O)COc2ccc(Cl)cc21	-16%	10%	-9%	6%	-7%	14%	16%	-3%	0%
CCCCNS(=O)(=O)c1cccc(NC(=O)[C@@H]2O[C@H](CO)[C@H](O)[C@H](O)[C@H]2O)c1	0%	-2%	-25%	.	-2%	16%	-8%	20%	0%
CN1CCN(S(=O)(=O)c2cccc(C(=O)Nc3sccc3C#N)c2)CC1	18%	-3%	8%	-8%	-3%	-2%	2%	11%	11%
O=C1CC(=O)Nc2cc(S(=O)(=O)N3CCOc4ccccc43)ccc2N1	-1%&9%	-7%&-6%	-1%&10%	0%	-4%	-7%	2%	13%&5%	5%&9%
Cc1ccc([N+](=O)[O-])cc1NC(=O)C1CCCC1	0%	-15%	0%	-1%	-5%	20%	6%	32%[activator]	0%
O=C(CC1OCC2CCCN2C1=O)Nc1ccc([N+](=O)[O-])cc1 (stereo not given)	3%	-17%	-82%[inhibitor]	-1%	0%	12%	16%	16%	24%
COc1ccc(N2CCN(S(=O)(=O)c3ccc(F)c(C(=O)Nc4ccccc4Cl)c3)CC2)cc1	2%	-11%	15%	.	.	.	.	4%	9%
COc1ccc(S(=O)(=O)Nc2ccc3c(c2)C(=O)N([C@H](C)CO)C[C@H](C)[C@@H](CN(C)S(=O)(=O)c2cccs2)O3)cc1	8%	13%	11%	?	5%	5%	7%	3%	?
O=C(CSc1nc(-c2ccco2)cc(C(F)(F)F)n1)NCCN1CCOCC1	9%	-13%	-11%[0.397 µM]	-5%	10%	4%	9%	0%	-2%
CC1(C)CC(=O)C(C(c2ccccc2F)C2C(=O)CC(C)(C)CC2=O)C(=O)C1	5%	-12%	15%	-3%	-2%	12%	11%	-4%	2%
N#C/C(=C\C=C\c1ccccc1)C(=O)Nc1ccccc1	-16%	-7%	1%	-21%	-9%	4%	-7%	0%	-8%
COc1ccc(C)cc1NC(=O)CO/N=C(\N)CC(=O)Nc1ccccc1OC	-13%	-29%	11%	-4%	3%	5%	3%	-1%	5%
C=CCSc1nc2c(c(=N)n1CC=C)C1CCCC1S2 (stereo not given)	2%	-14%	11%	16%	27%	3%	-1%	0%	1%
Cc1ccc(C)c(-n2ccnc2SCC(=O)Nc2cccc(S(=O)(=O)NC3=NCCC3)c2)c1	0%	1%	0%	-46%[inhibitor]	-3%	1%	1%	-2%	10%
CC1=CCC2C(=O)N(c3cccc(C(=O)Nc4ccccc4Cl)c3)C(=O)C2C1 (stereo not given)	.	-20%	2%	1%	1%	1%	-6%	-10%	.
N=c1n(CCN2CCCC2)c2ccccc2n1CC(O)c1ccc(Cl)c(Cl)c1 (stereo not given)	4%	?	0%	?	-3%	?	?	?	-12%
Cc1ccc(NC(=O)c2cn3c4c(ccc(Cl)c4c2=O)OC(C)C3)cc1C (stereo not given)	-5%	-8%	9%	.	.	.	.	11%	17%
COc1cccc(C(NC(C)=O)c2nc(-c3cccc(O)c3)cs2)c1 (stereo not given)	?	-3%	20%	.	12%	?	-10%	-20%	?
Cc1cc(=O)oc2c(C)c(OC(C)C(=O)NCCCn3ccnc3)ccc12 (stereo not given)	-20%	-6%	-4%	0%	17%	10%	6%	9%	-8%
S=c1[nH]nc(COc2ccc(Cl)cc2)n1-c1ccc(Cl)cc1	20%	-26%	25%	-3%	-1%	-17%	?	-28%	-13%

Looked up above:
In GLP-1R agonist, COc1cccc(C(NC(C)=O)c2nc(-c3cccc(O)c3)cs2)c1 (stereo not given) reads 12%
In GLP-1R agonist, Cc1ccc(C)c(-n2ccnc2SCC(=O)Nc2cccc(S(=O)(=O)NC3=NCCC3)c2)c1 reads -3%
In SW480 rereplic, COc1ccccc1N1N=C(C(=O)c2ccccc2)C2C(=O)N(c3ccc(Br)cc3)C(=O)C21 (stereo not given) reads -1%
In GLP1R cytotox, Cc1nc2ccc(S(=O)(=O)NCC(=O)Nc3cccc(F)c3)cc2s1 reads -37%
In GLP-1R agonist, S=c1[nH]nc(COc2ccc(Cl)cc2)n1-c1ccc(Cl)cc1 reads -1%
In GLP-1R agonist, CCCCC[C@H](C)N1C[C@H](COCc2ccccc2)Oc2cc(N3CCC[C@H]3C(N)=O)ccc2S1(=O)=O reads -1%

(list continues)
SMILES	KB-3-1 cytotox	GLP1R cytotox	TDP-43 yeast inh	SW480 rereplic	GLP-1R agonist	HT1080-NT tox	HT1080 IDH1KD tx	GLP1R inv ag	KB-V1 MDR tox
S=C(c1ccc(-c2ccccc2)o1)N1CCCCC1	2%	-3%	?	-4%	9%	-1%	0%	?	11%
Cc1nc2c(S(=O)(=O)c3ccccc3)cnn2c(C)c1C	?	-7%[7.66 µM]	3%	-3%	-1%	-12%	0%	0%[7.66 µM]	-23%
O=C(NC1CCCCC1)c1ccc(COCC(F)(F)F)o1	1%	6%	-7%	3%	2%	-2%	2%	2%	-7%
O=C(Cn1ncn2nc(-c3cccs3)cc2c1=O)NCc1cccc(Br)c1	10%	-5%	10%	.	.	.	.	11%	7%
CCC(C)C1NC(=S)N(C2CCCCC2)C1=O (stereo not given)	2%	-2%	0%	23%	0%	?	?	?	-7%
CCOC(=O)c1cc(-c2ccccc2)n(CC(=O)Nc2cc(OC)cc(OC)c2)c1C	7%	-15%	3%	-4%	1%	-17%	-16%	?	-10%
CC(=O)c1cccc(OCc2cc(C(=O)N(C)Cc3cnccn3)no2)c1	-4%	1%	-2%	5%	6%	-3%	4%	5%	1%
CC(=O)c1cn(-c2ccc(Cl)cc2)c(=O)n(Cc2ccc(F)cc2)c1=O	-3%	7%[7.66 µM]	-18%[9.22 µM]	1%	5%	-13%	-20%	-6%[7.66 µM]	-11%
CC(C)N(C(=O)[C@H]1CC(CC(=O)NCCCn2ccnc2)C(=O)N2CCc3c([nH]c4ccccc34)[C@]12C)C(C)C (stereo not given in full)	0%	-3%	9%	1%	5%	-2%	0%	-1%	0%

SW480 rereplic, entries above that show a hit
Structure	SW480 rereplic	GLP-1R agonist	GLP1R inv ag
CCN(CC)c1ccc(/C=N/NC(=O)c2nnn(-c3nonc3N)c2C(C)C)c(O)c1	23µM*	10%	?

Source: PubChem BioAssay (National Center for Advancing Translational Sciences (NCATS))
